Source: PubChem
KCNQ2 inh – KCNQ2 channel blockers in CHO-K1 cells – cell-based, FluxOR thallium flux, B-score, primary screen (AID 2156) | O88943 | 20 min; stronger effect = lower value | B-score at 10 µM | 310,000 tested, 1.1% active;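 active means fluorescence ratio B-score at most minus 3 library SDs, with starting brightness B-score within 2 library SDs, cut at about -5.5 in these data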
Target sequence (O88943 whole entry, looked up): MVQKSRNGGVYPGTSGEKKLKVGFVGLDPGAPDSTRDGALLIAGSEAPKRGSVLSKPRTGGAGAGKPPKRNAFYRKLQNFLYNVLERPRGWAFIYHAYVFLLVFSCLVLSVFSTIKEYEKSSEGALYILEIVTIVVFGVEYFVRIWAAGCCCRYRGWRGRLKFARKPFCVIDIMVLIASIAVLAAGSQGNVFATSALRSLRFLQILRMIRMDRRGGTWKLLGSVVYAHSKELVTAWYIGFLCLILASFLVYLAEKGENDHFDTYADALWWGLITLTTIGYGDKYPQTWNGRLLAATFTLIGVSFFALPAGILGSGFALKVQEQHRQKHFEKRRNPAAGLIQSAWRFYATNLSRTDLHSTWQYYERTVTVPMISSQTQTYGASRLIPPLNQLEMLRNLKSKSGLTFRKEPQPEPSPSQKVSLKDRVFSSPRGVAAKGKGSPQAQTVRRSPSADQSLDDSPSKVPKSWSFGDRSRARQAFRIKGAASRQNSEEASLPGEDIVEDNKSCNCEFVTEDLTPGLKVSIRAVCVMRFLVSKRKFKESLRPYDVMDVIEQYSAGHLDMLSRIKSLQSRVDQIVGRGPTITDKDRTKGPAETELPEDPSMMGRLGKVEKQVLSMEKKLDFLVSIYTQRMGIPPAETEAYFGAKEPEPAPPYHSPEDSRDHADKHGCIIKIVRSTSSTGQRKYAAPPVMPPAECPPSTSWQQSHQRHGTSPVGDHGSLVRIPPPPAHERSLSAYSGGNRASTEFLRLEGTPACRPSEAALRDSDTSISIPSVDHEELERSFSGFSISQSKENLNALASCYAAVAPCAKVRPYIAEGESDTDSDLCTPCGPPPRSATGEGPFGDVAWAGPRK
Kir21 block – Kir2.1 (mouse) channel inhibition. P35561. HEK293-Kir2.1, FluxOR thallium flux fluorescence; stronger effect = lower value. B-score at 10 µM. 310,000 tested, 0.85% active. AID 1672;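 active means fluorescence ratio B-score at or below minus 3 SD of library scores, with starting-brightness B-score within 2 SD, cut at about -4.2 in these data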;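 further: channel flux triggered by added potassium and thallium sulfate stimulus; B-score of peak minus minimum fluorescence over baseline after thallium stimulus; more negative B-score means stronger Kir2.1 block with less thallium influx; some compounds called inactive have numbers as strong as hits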
* = called active by the depositor; i = inactive.

KCNQ2 inh | Kir21 block | compound
i | -1.4 | COCCCNC(=O)Cn1ncc2c(=O)oc3ccccc3c21
i | 0.71 | Cc1csc(NC(=O)c2cc3c(s2)CCC3)n1
i | -0.42 | COc1ccc(S(=O)(=O)c2ccc(OC)cc2)cc1
i | -2.9 | COc1ccc2c(c1)C(SCC(=O)NCc1ccccc1)CC(C)(C)O2 (stereo unspecified)
i | 0.04 | Cc1cccc(-n2nnc(C(=O)NC3CCCc4ccccc43)c2N)c1 (stereo unspecified)
i | -0.69 | CCNC(=S)N1CCN(c2ccccc2OCC)CC1
i | -12* | COc1ccc(C(CCNCc2ccccc2)c2ccc(F)cc2)cc1 (stereo unspecified)
i | -0.87 | CC(C)(C)OC(=O)NCC1CCC(C(=O)NC[C@H](CC(=O)O)c2ccc(Cl)cc2)CC1 (stereo partly specified)
i | 0.19 | Cc1ncoc1C(=O)N1CCCC(C(=O)c2ccc(C(F)(F)F)cc2)C1 (stereo unspecified)
i | -0.24 | Cc1cc(N)n(-c2ccc(C(=O)O)cc2)n1
i | -1.3 | Cc1ccc(-c2csc(N3CCC(NS(=O)(=O)c4ccc5c(c4)OCCO5)CC3)n2)cc1
i | -0.65 | O=C(NC(Cc1c[nH]c2ccccc12)C(=O)O)c1ccccc1 (stereo unspecified)
i | 0.74 | COC(=O)CCc1c(C)[nH]c(=S)[nH]c1=O
i | -0.54 | COc1ccc2c(c1)C(c1ccc([N+](=O)[O-])cc1)=NNC(c1ccco1)=N2
i | 0.69 | CCCCCOC(=O)CSc1nc2c(c(=O)[nH]c(=O)n2C)n1Cc1ccc(Cl)cc1

Complete entries, looked up by structure. Order of screens: KCNQ2 inh, Kir21 block
Entry for COc1ccc(S(=O)(=O)c2ccc(OC)cc2)cc1 = i, -0.42
Entry for Cc1cc(N)n(-c2ccc(C(=O)O)cc2)n1 = i, -0.24
Entry for Cc1ncoc1C(=O)N1CCCC(C(=O)c2ccc(C(F)(F)F)cc2)C1 (stereo unspecified) = i, 0.19
Entry for O=C(NC(Cc1c[nH]c2ccccc12)C(=O)O)c1ccccc1 (stereo unspecified) = i, -0.65

The listing continues:
KCNQ2 inh | Kir21 block | compound
i | 0.98 | O=C(CN1CCN(Cc2ccc(Cl)cc2)C1=O)NCc1cccs1
i | -0.37 | CCc1ccccc1NC(=O)c1nnn(CC(=O)Nc2ccccc2C)c1N
i | 0.1 | O=C(NCCCN1CCN(CCCNC(=O)c2ccc3c(c2)OCO3)CC1)c1ccc2c(c1)OCO2
i | -0.05 | COc1cc(NC(=S)NCCN2CCOCC2)cc(OC)c1OC
i | 0.72 | COC(=O)C1=C(C(=O)OC)[C@@H]2N(C)c3ccc(OC)cc3[C@@]23C[C@@H](C(=O)OC)N(C(=O)c2cccs2)C3=N1
i | 1.1 | O=C(N1CCN(CCO)CC1)N1c2ccccc2CCc2ccccc21
i | -1 | O=C(OC1CCOC1=O)c1ccc(-c2nc3ccccc3s2)s1 (stereo unspecified)
i | 0.03 | O=C(O)CN1C(=O)/C(=C/c2ccccc2Br)Oc2ccccc21
i | -0.86 | CCCNCc1cc(OCC)c(OCC(=O)Nc2ccccc2)cc1Br
i | -0.02 | O=C(N/N=C/c1cc2c(cc1Br)OCO2)c1ccccn1
i | 1.2 | CCC(=O)Nc1ccccc1Nc1cc(C#N)c(C#N)cc1[N+](=O)[O-]
i | -1.7 | CCOC(=O)C1CCC(CNCc2ccc(Cl)cc2)CC1 (stereo unspecified)
i | 0.19 | O=C(CSc1nnc2c3ccccc3c3ccccc3c2n1)Nc1ccccc1
i | 0.71 | COc1ccc2c(C)c(CCC(=O)NC3CC3)c(=O)oc2c1C
i | 0.35 | O=C1c2ccccc2C(=O)N1CCCCN(C(=O)c1cc([N+](=O)[O-])ccc1Cl)c1ccc(Cl)cc1
i | 1.2 | COc1cccc(N(CC(=O)Nc2cccnc2)S(C)(=O)=O)c1
i | 0.26 | CC1CCc2nn(CC(=O)N3CCN(C(=O)c4ccco4)CC3)cc2C1 (stereo unspecified)
i | 0.01 | CC1CC(C)CN(CCCNC(=O)Cn2ncc3c(=O)oc4ccccc4c32)C1 (stereo unspecified)
i | 0.03 | NNC(=O)/C(=C\c1ccco1)NC(=O)c1ccco1
i | -0.13 | CCCCc1nnc(NC(=O)C(C)Sc2nc(N)cc(=O)[nH]2)s1 (stereo unspecified)
i | 0.75 | O=C(O)CC(Cc1ccccc1)(C(=O)O)c1ccccc1 (stereo unspecified)
i | -1.9 | CCC(NC(=O)C1CCCC1)c1ccc(C)cc1 (stereo unspecified)
i | 0.89 | Cc1ccc(Cl)cc1N1CCN(S(=O)(=O)c2ccc3c(c2)CC(=O)N3C)CC1
i | 0.06 | COC(=O)c1c(S(N)(=O)=O)c2ccccc2n1C
i | -1.4 | CCOc1cc(C(=O)NCCN2C(=O)S/C(=C\c3cccnc3)C2=O)cc(OCC)c1OCC
i | 0.72 | C#CCN1N=C(c2ccc(C)cc2)CSC1=O
i | -1.2 | O=C(O)CSc1nnc(CSc2nc3ccccc3s2)n1-c1ccccc1
i | 0 | Cc1ccc(S(=O)(=O)Nc2cc(C(=O)O)ccc2N2CCCCC2)cc1
i | -0.27 | CN(c1ccc([N+](=O)[O-])cc1C(N)=O)C1CCCCC1
i | 1.1 | CC(=O)NC1(NC(C)=O)CCN(C)CC1
i | 0.66 | CN1CCN(S(=O)(=O)c2cccc(C(=O)NCCOc3ccccc3F)c2)CC1
i | -0.36 | CCC(NC(=O)Nc1cc(OC)c(OC)c(OC)c1)(C(F)(F)F)C(F)(F)F
i | 0.35 | COc1ccc(C)cc1S(=O)(=O)N(CC(=O)Nc1cccc([N+](=O)[O-])c1)c1cc(C)cc(C)c1
i | -2.2 | CCCCc1nnc(SCC(=O)Nc2nccs2)n1C
i | 0.11 | CC(C)(C)NC(=O)C(c1ccc(F)cc1)N(Cc1ccco1)C(=O)Cn1nnc(-c2cccs2)n1 (stereo unspecified)
i | -1.1 | CCOC(=O)C1=C(C)NC(=O)NC1c1ccc(OC(=O)c2ccco2)cc1 (stereo unspecified)
i | -0.34 | Cc1cc(C)n(C(=O)c2ccc(C)c(S(=O)(=O)N3CCCCC3)c2)n1
i | 0.13 | CCc1ccc(NC(=O)c2ccc3ncsc3c2)cc1
i | 0.05 | CCCCCCCN1CCC(=O)N([C@H](CO)c2ccccc2)CC1
i | 1.9 | O=C(O)Cn1c2c(c3ccccc31)CSc1ccc(Cl)cc1-2
i | 0.54 | Cc1ccc(C(=O)N2CCN(Cc3ccc4c(c3)OCO4)CC2)o1
i | 1.8 | C#CCOCCOCCOCCNc1nc(N2CCN(C(=O)[C@H](CCC(=O)O)n3cc(C(N)CO)nn3)CC2)nc(N2CCN(C(=O)[C@H](CCC(=O)O)n3cc(C(N)CC(C)C)nn3)CC2)n1 (stereo partly specified)
i | -0.68 | CCN(CC)C(=O)C1CC(=O)N(c2ccc(F)c(Cl)c2)C1 (stereo unspecified)
i | 1.2 | O=C(CCC(=O)N1CCN(S(=O)(=O)c2cccc(F)c2)CC1)c1cccs1
i | 0.81 | Cc1ccc(S(=O)(=O)Oc2ccc(/C=C3\N=C(c4cccc(C)c4)OC3=O)cc2)cc1
i | -1 | CN(C(=O)CSc1nnc(CN2CCCC2)n1Cc1ccccc1)c1ccccc1
i | 1.2 | COc1ccc(NC(=O)C2CCCN(S(C)(=O)=O)C2)cc1Cl (stereo unspecified)
i | -6.3* | CCCc1nc2ccccc2n1CCc1ccccc1
i | -2.1 | c1ccc(C2Nc3ccccc3-c3nc4ccccc4n32)cc1 (stereo unspecified)
i | 1.5 | CCn1ncc(Br)c1C(=O)Nc1ccc(C(C)C)cc1
i | -2.3 | O=S(=O)(c1ccccc1)c1nc(-c2ccco2)oc1NCCCn1ccnc1
i | 1.3 | COc1cc(SC)ccc1C(=O)NNC(=O)c1cc(C)oc1C
i | 0.66 | CCCNC(=O)Cn1nc(C)n2c(cc3cc(F)ccc32)c1=O
i | -0.07 | CC1CCCC(NS(=O)(=O)c2ccc3c(c2)OCCO3)C1C (stereo unspecified)
i | 0.4 | COCCCNC(=S)NNC(=O)c1ccc2c(c1)OCO2
i | 0.72 | CCOc1ccccc1NC(=O)C1CCN(c2nc(-c3ccc(OC)cc3)no2)CC1
i | -1.8 | COc1ccccc1-c1n[nH]c(=S)n1Cc1ccccc1
i | -0.05 | CC1CCCN(CCSc2ccc(Cl)cc2)C1 (stereo unspecified)
i | -1.4 | Cc1cccc2cn[nH]c12
i | -0.07 | O=C(O)CN=C1NC2(CCCC2)Cc2ccccc21

Retrieved one by one from above (4):
KCNQ2 inh | Kir21 block | compound
i | 1.3 | COc1cc(SC)ccc1C(=O)NNC(=O)c1cc(C)oc1C
i | 0.35 | COc1ccc(C)cc1S(=O)(=O)N(CC(=O)Nc1cccc([N+](=O)[O-])c1)c1cc(C)cc(C)c1
i | 0.72 | C#CCN1N=C(c2ccc(C)cc2)CSC1=O
i | 0 | Cc1ccc(S(=O)(=O)Nc2cc(C(=O)O)ccc2N2CCCCC2)cc1

Later entries:
KCNQ2 inh | Kir21 block | compound
i | 0.21 | C/C(=N\OCc1ccc(C#N)cc1)c1cc2ccccc2o1
i | -0.57 | CN(C)/C=N/c1c(C#N)cnn1-c1nc2ccccc2s1
i | -0.06 | Cc1ccc(S(=O)(=O)N2CCC(C(=O)Nc3ccc(S(=O)(=O)N4CCCC4)cc3)CC2)cc1C
i | -0.68 | CC1(C)CC(=O)C2=C(C1)Nc1ncnn1C2c1cccs1 (stereo unspecified)
i | 1.5 | OCCNC(=S)NCCc1ccccc1
i | -0.49 | COC(=O)c1ccc(CN(c2ccccc2OC)S(=O)(=O)c2cccs2)o1
i | 0.99 | COc1ccc([C@H]2[C@H]3C=CC[C@@H](C)[C@@H]3C(=O)N2Cc2ccccc2)cc1Cl
i | 1.2 | Cc1ccc(NC(=O)CCC(=O)OCCCC(F)(F)C(F)(F)F)cc1
i | -2.1 | O=C(Cn1cnc2c(nnn2-c2ccc(F)cc2)c1=O)NCC1CCCO1 (stereo unspecified)
i | 0 | COc1ccc2nc(C)cc(SCC(=O)N/N=C/c3ccco3)c2c1
i | -0.17 | Cc1ccc(S(=O)(=O)NCc2ccccc2)cc1C(=O)NCC1CCCO1 (stereo unspecified)
-7.6* | -0.7 | CN(CC(=O)Nc1ccc(Cl)cc1)C(=O)c1cc(-c2cccs2)nn1-c1ccccc1
i | 0.08 | COc1ccc(-c2cc3c(=O)n(CC(=O)NC4CCN(Cc5ccccc5)CC4)ncn3n2)cc1
i | -15* | CCOC(=O)Nc1c(O)ccc2oc(C)c(-c3ccccc3)c12
i | 0.83 | Cc1ccc([N+](=O)[O-])cc1S(=O)(=O)Nc1ccccn1
i | 0.93 | CCCCCCSc1cc(-c2nc3cc(C)ccn3c2NC2CCCCC2)ccc1OC
i | 0.58 | CN1N=C(C(=O)N2CCCC(Nc3ccc(F)c(F)c3)C2)CCC1=O (stereo unspecified)
i | -0.38 | Cn1ccnc1Sc1ccccc1[N+](=O)[O-]
i | 1.6 | O=C(COc1ccccc1)N(Cc1cc2ccccc2[nH]c1=O)CC1CCCO1 (stereo unspecified)
i | -0.42 | Cc1cc(C)c2c(n1)SCC(=O)N2CC(=O)Nc1ccccc1Cl
i | -1.4 | C=CCNC(=O)c1sc(=S)n(-c2ccc(C(=O)OCC)cc2)c1N
i | 0 | O=C1C(C=NCCCn2ccnc2)=C(O)c2ccccc21
i | 0.93 | O=C(NCc1ccco1)C1CC(c2ccccc2O)=NO1 (stereo unspecified)
i | 0.65 | O=C(O)CCn1c(SCc2cc(=O)n3ccccc3n2)nc2ccsc2c1=O
i | 0.27 | CCCCc1nc2cc(C(=O)NCCc3c(C)n[nH]c3C)ccc2o1
i | 1.6 | Cc1ccc(-n2c(=O)[nH]cc(C(=O)Nc3ccc4c(c3)OCO4)c2=O)cc1C
i | -2.5 | CC(C)CC(=O)NC(Nc1ccccc1F)C(Cl)(Cl)Cl (stereo unspecified)
i | 0.29 | COc1ncccc1C(=O)N1CCCC(N2CCN(c3ccc(F)cc3)CC2)C1 (stereo unspecified)
i | 0.08 | Cc1ccc(NC(=O)c2oc3ccccc3c2NC(=O)c2ccc3c(c2)OCO3)cc1
i | -0.29 | Cc1cc([N+](=O)[O-])c(C)cc1-c1ccc(/C=N/n2cnnc2)o1
i | -0.44 | CS(=O)(=O)N(CC(=O)N1CCN(C(c2ccccc2)c2ccccc2)CC1)C1CCCCC1
i | -0.51 | CC1=NN(c2ccccc2)C(=O)/C1=C\c1cn(-c2ccccc2)nc1C
i | 0.58 | CCOC(=O)c1[nH]cnc1C(=O)NCc1ccccc1
i | 0.67 | CCc1nnc(NS(=O)(=O)c2ccc(NC(=O)/C=C/c3ccc(F)cc3)cc2)s1
i | 0.04 | Cc1ccccc1-n1ncc2c(SCC(=O)NCc3cccs3)ncnc21
i | 1.7 | CCOc1ccc(C)cc1S(=O)(=O)Nc1cccnc1
i | -1 | OCCCc1nc2ccccc2n1CCc1ccccc1
i | -0.14 | CCc1cc2c(=O)c(-c3nc4ccccc4n3C)c(C)oc2c(CN2CCN(C)CC2)c1O
i | 0.97 | O=C(COc1ncnc2cc([N+](=O)[O-])ccc12)NCc1ccc2c(c1)OCO2
i | -0.44 | O=C(CNC(=O)c1ccc(Br)o1)NCC(=O)OCc1ccccc1
i | 0.59 | Cn1ccc(-c2cc(C(=O)O)c3ccccc3n2)n1
i | 0.22 | NC(=O)COn1c(SCC(N)=O)nc2ccccc2c1=O
i | 1.2 | CN(C)Cc1c(O)ccc2c(=O)c(-c3ccccc3Cl)c(C(F)(F)F)oc12
-6.7* | 0.42 | Cc1cc(C)n2nc(NCc3cccc(Br)c3)nc2n1
i | 0.67 | COc1ccc(-n2cc(C(=O)c3ccccc3O)cn2)cc1
